FAS TE block: inhibitors of human fatty acid synthase thioesterase domain; P49327; recombinant FAS-TE, OMFH fluorogenic substrate, fluorescence endpoint; inhibition, % at 15 µM; 360,000 tested, 0.67% active; AID 602261;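 active = compounds whose normalised, plate-corrected inhibition of enzyme fluorescence in the single-dose primary screen is 50% or more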;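 also: 0% = DMSO with enzyme and 100% = substrate without enzyme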
MT1-MMP act inh: inhibitors of human MT1-MMP activation; P50281; HT1080 RFP-PRO-GFP cells, GFP/RFP ratio fluorescence, overnight; percent of plate control window, DMSO zero; GFP/RFP ratio change, % at 20 µM; 360,000 tested, 0.061% active; AID 651647;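 active = GFP/RFP ratio change of at least 30% with cell ATP level not reduced by more than half and red fluorescence within 50% of control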; also: strong numbers were not always called active
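Assay system – RFP-PRO-GFP reporter HT1080 cells · Compound dosing – single dose of 20 µM compound, 1% DMSO final · Incubation – overnight compound exposure at 37 °C · Measure – GFP/RFP fluorescence ratio · Benchmarks – DMSO wells and RFP-L50D-GFP cells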
MsrA act: activators of bovine methionine sulfoxide reductase A; 360,000 tested, 0.3% active; AID 602163; activation, % at 10.6 µM; purified bovine MsrA, absorbance read-out; in the data active = activation above about 7.5%;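 also: 0% = vehicle and 100% = reference activator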
eLon inh: inhibits E. coli Lon protease; purified E. coli Lon protease, fluorescence polarization; 360,000 tested, 0.42% active; inhibition, % at 7.94 µM; in the data active = inhibition above about 13%, passing the limit was not always enough;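 also: 0% = enzyme with probe and DMSO and 100% = no enzyme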
PABP1 MLLE inh: blocks PAM2 peptide binding to the PABP1 MLLE domain; GST-MLLE / FITC-PAM2 fluorescence polarization; 360,000 tested, 0.36% active; AID 588489; P11940; inhibition, % at 20 µM; in the data active = inhibition above about 35%, passing the limit was not always enough;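 also: plate controls were DMSO wells with GST-MLLE for no effect and wells lacking GST-MLLE protein for full effect; some results filed as inactive read as strong as hits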
Rpn11 block: blocks the human proteasome subunit Rpn11 | human 26S proteasome, Ub4-pepOG fluorescence polarization; 20S core pre-blocked with epoxomicin | calls only at 20 µM | 360,000 tested, 0.59% active | AID 588493;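 active = inhibition at 20 µM, scaled to each plate's controls, above about 33%, limit read from the data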
CSN deneddyl inh: CSN deneddylation inhibition; Q92905; Purified CSN, SCF-Nedd8-OG deneddylation, fluorescence polarization; inhibition, % at 12.5 µM; 360,000 tested, 0.38% active;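 active = pattern-corrected inhibition above about 35%, with an unprinted fluorescence ratio check between 0.5 and 1.5, limit read from the data, passing the limit was not always enough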;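 also: 0% = enzyme with substrate and 100% = substrate without enzyme; some results filed as inactive read as strong as hits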
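Test system: Human Csn5 produced in HEK293T cells | Compound: 12.5 µM single point | Times: 90 min, room temperature | Signal: Fluorescence polarization readout | Read-out basis: % inhibition of substrate cleavage by Csn5 | Controls: no-enzyme wells high, enzyme-with-substrate wells low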
Rin1-Abl PPI inh: blocks binding of human Rin1 to Abl; TR-FRET Rin1/Abl binding, biochemical; inhibition, % at 7.35 µM; 360,000 tested, 0.4% active; AID 588664; in the data active = inhibition above about 5%, passing the limit was not always enough
Target sequence (P00519 whole entry, looked up): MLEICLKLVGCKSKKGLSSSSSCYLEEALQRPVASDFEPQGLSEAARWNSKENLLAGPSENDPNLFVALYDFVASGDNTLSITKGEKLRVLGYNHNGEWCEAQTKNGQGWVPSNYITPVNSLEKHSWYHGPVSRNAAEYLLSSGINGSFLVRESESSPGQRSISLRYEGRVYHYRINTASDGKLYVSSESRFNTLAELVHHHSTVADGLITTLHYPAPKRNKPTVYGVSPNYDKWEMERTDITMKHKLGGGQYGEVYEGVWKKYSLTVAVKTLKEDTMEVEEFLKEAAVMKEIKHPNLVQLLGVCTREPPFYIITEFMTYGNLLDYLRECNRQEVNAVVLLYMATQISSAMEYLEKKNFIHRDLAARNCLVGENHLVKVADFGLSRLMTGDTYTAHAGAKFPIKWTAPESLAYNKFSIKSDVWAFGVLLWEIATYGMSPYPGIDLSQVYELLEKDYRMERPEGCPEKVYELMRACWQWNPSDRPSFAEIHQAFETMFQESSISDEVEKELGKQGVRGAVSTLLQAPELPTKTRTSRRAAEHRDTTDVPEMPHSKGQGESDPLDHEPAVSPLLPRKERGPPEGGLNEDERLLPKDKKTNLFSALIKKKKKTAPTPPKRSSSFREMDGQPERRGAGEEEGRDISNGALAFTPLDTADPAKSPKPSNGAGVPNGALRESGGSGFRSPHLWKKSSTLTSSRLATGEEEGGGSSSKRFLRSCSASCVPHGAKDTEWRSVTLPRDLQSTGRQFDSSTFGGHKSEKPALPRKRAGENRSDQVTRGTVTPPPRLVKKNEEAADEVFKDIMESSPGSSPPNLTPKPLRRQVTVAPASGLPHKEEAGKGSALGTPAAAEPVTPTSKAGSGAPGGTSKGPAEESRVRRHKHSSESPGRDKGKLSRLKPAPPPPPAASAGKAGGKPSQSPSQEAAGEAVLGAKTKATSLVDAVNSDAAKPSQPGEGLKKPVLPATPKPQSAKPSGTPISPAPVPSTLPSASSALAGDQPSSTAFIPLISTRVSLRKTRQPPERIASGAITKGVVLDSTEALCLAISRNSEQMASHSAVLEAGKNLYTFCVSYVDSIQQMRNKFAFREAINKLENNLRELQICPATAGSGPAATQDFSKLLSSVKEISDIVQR
Target sequence (Q13671 whole entry, looked up): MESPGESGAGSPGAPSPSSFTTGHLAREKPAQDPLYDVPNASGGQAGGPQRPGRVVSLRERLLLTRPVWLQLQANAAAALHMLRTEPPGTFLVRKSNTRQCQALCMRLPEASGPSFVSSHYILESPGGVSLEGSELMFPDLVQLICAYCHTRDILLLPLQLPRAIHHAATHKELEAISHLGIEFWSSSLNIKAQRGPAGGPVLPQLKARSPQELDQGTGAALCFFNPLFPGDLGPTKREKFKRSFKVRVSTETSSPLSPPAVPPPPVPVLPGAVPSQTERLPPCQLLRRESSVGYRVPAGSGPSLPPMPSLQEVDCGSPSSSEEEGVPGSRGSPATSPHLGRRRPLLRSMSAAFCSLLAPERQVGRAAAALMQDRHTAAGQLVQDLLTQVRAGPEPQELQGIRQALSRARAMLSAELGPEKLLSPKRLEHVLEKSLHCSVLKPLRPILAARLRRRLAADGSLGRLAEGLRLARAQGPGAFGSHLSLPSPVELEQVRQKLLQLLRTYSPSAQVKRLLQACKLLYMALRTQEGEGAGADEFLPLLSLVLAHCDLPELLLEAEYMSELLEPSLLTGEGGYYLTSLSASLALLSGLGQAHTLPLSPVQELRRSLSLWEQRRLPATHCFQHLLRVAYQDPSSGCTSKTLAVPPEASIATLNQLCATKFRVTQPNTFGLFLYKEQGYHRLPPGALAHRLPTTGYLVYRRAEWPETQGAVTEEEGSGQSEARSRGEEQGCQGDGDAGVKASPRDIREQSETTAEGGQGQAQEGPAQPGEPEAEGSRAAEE
MsrA inhibitor: inhibitors of bovine MsrA. purified bovine MsrA, absorbance read-out. inhibition, % at 15.5 µM. 360,000 tested, 0.75% active; in the data active = inhibition above about 4.5%;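 also: 0% = vehicle wells with enzyme and 100% = reference inhibitor wells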
The depositor's hits bear a star; i = inactive; nt = not tested or not shown.

1	Cc1nnc(SCc2cc(=O)[nH]c(/N=C(\N)Nc3ccccc3)n2)s1
2	O=C1NC(Cc2ccccc2)c2nc3ccc(Cl)cc3c(=O)n2-c2cc3ccccc3cc21 (configuration not stated)
3	CCc1nnc(NC(=O)c2ccc(-c3ccc(F)cc3)o2)s1
4	CC(C)c1nc(SCC(=O)NCC2CCCO2)c2c(=O)n(C)c(=O)n(C)c2n1 (configuration not stated)
5	Cc1ccc(S(=O)(=O)N(C)C)cc1NC(=S)N1CCc2ccccc21
6	COC(=O)c1ccc(NC(=O)CSc2nnc(-c3ccccc3)n2C)cc1
screen / no.	1	2	3	4	5	6
FAS TE block	-5	78*	3	-5	31	-7
MT1-MMP act inh	-2	-8	5	-4	-4	2
MsrA act	1	-1	-4	-2	-2	1
eLon inh	5	-6	0	1	-5	4
PABP1 MLLE inh	2	3	-6	17	-48	15
Rpn11 block	i	i	i	i	i	i
CSN deneddyl inh	-3	3	8	-1	-2	-1
Rin1-Abl PPI inh	2	0	-3	0	-1	-2
MsrA inhibitor	0.2	1.5	1.1	0.1	-0.1	0.1

7	O=C1CCC[C@@H]2C[C@@]3(C[C@@H]4CCN1[C@H]24)Nc1cc(Cl)c(Cl)cc1NC3=NCc1ccccc1
8	CC1CCCN(c2oc(-c3cccc4ccccc34)nc2C#N)C1 (configuration not stated)
9	O=[N+]([O-])c1cnn(-c2nc(-c3cccs3)cc(C(F)(F)F)n2)c1
10	C=CCN1C(=O)c2ccccc2NC1c1cc(Br)cs1 (configuration not stated)
11	COc1ccc(NC(=O)Cn2c([N+](=O)[O-])cnc2C)cc1Cl
12	c1cn2c(Nc3ccc4c(c3)OCCO4)c(-c3ccc(N4CCOCC4)cc3)nc2cn1
screen / no.	7	8	9	10	11	12
FAS TE block	52*	0	6	1	-4	3
MT1-MMP act inh	-1	5	-1	-2	7	3
MsrA act	-1	-2	-5	-2	2	-14
eLon inh	-1	3	-7	5	2	8
PABP1 MLLE inh	-5	7	-1	-3	9	-3
Rpn11 block	i	i	i	i	i	i
CSN deneddyl inh	-1	6	1	6	-6	-4
Rin1-Abl PPI inh	2	4	0	-2	0	1
MsrA inhibitor	1.1	1.6	0.4	0.0	0.9	3.7

13	O=C(CN1C(=O)S/C(=C\c2cccs2)C1=O)Nc1ccc(O)c(C(=O)O)c1
14	COc1ccc(NC2CCCN(C(=O)CSc3ccccc3)C2)cc1 (configuration not stated)
15	O=C(Oc1cncc(Cl)c1)c1ccco1
16	CCc1nccn1S(=O)(=O)c1ccc(OC)c(C)c1C
17	CC(C)c1nc2sc3c(c2c(=O)o1)CCCC3
18	CCOc1cccc(CNCc2ccc(C(=O)O)cc2)c1
screen / no.	13	14	15	16	17	18
FAS TE block	-1	0	0	-7	-1	-1
MT1-MMP act inh	0	-4	-5	-3	2	1
MsrA act	-4	-3	-7	1	-3	-3
eLon inh	0	0	-2	-1	-2	0
PABP1 MLLE inh	26	0	0	-1	18	-2
Rpn11 block	i	i	i	i	i	i
CSN deneddyl inh	-1	2	3	0	0	-5
Rin1-Abl PPI inh	-6	-3	-3	1	-2	1
MsrA inhibitor	5.3*	-0.8	-0.6	-1.9	0.7	0.2

19	CN(C)S(=O)(=O)c1ccc(C(=O)NNC(=O)C2COc3ccccc3O2)cc1 (configuration not stated)
20	Cc1ccc(NC(=O)CCC(=O)OCc2ccc(Br)cc2)cc1
21	CC(C)(C)N(Cc1ccccc1)C(=O)COC(=O)c1ccc(N2CCCC2=O)cc1
22	COc1cc(SC)ccc1C(=O)Nc1c(Cl)cncc1Cl
23	CCOc1ccc(S(=O)(=O)Nc2ccccc2C(=O)N/N=C/c2c(OC)ccc3ccccc23)cc1
24	CCN(CC)C(=O)N1c2ccccc2C=Cc2ccccc21
screen / no.	19	20	21	22	23	24
FAS TE block	-8	1	2	4	46	5
MT1-MMP act inh	-8	6	4	0	0	1
MsrA act	-3	-1	-3	-7	-5	-1
eLon inh	-3	3	-16	-1	0	-2
PABP1 MLLE inh	7	-7	-6	6	-5	-7
Rpn11 block	i	i	i	i	i	i
CSN deneddyl inh	1	1	-2	-6	-16	-4
Rin1-Abl PPI inh	-1	5	1	2	2	0
MsrA inhibitor	-0.3	-0.1	0.0	-0.5	1.0	0.3

25	O=C1OC(Nc2ccc(F)cc2F)c2ccccc21 (configuration not stated)
26	CCOC(=O)c1ccc(CSc2n[nH]c(C)n2)o1
27	Cc1c(CCC(=O)O)c(=O)oc2c(C)c(OCc3ccccc3Cl)ccc12
28	Cc1ccc(S(=O)(=O)/N=C2/NC(=O)/C(=C\c3ccco3)S2)cc1
29	c1ccc(-c2ccccc2OCCCCN2CCCCCC2)cc1
30	COc1ccc(C)cc1-n1nnnc1SCC(=O)c1cc(C)n(Cc2ccco2)c1C
screen / no.	25	26	27	28	29	30
FAS TE block	-7	-4	-12	2	-4	25
MT1-MMP act inh	-3	1	-4	-14	-4	-3
MsrA act	-4	0	-2	-4	1	2
eLon inh	-3	2	0	-19	4	-1
PABP1 MLLE inh	3	4	1	4	1	-72
Rpn11 block	i	i	i	i	i	i
CSN deneddyl inh	5	-4	15	32	3	-3
Rin1-Abl PPI inh	0	-1	2	-3	2	-1
MsrA inhibitor	-0.9	-0.1	0.4	2.3	-1.4	1.2

31	COc1cc(CNCCc2ccc(S(N)(=O)=O)cc2)ccc1OCC(=O)NC(C)(C)C
32	COc1cccc(N(CC(=O)N2CCc3ccccc3C2)S(C)(=O)=O)c1
33	Cc1cccc2cc(C(c3nnnn3CC3CCCO3)N3CCCc4ccccc43)c(=O)[nH]c12 (configuration not stated)
34	CC1Cc2ccccc2N1C(=O)CN(C)CC(=O)Nc1ccc(OC(F)(F)F)cc1 (configuration not stated)
35	COC(=O)N/N=C/c1cn(Cc2ccccc2F)c2ccccc12
36	COC(=O)c1ccc(NC(=O)CCOc2ccccc2)cc1
screen / no.	31	32	33	34	35	36
FAS TE block	-6	-8	12	31	11	6
MT1-MMP act inh	1	-3	-16	-2	3	2
MsrA act	-7	0	1	0	-12	-3
eLon inh	-3	-1	0	-9	2	-1
PABP1 MLLE inh	12	11	3	-7	3	18
Rpn11 block	i	i	i	i	i	i
CSN deneddyl inh	-4	2	-1	-2	5	4
Rin1-Abl PPI inh	-1	-5	-4	-1	4	2
MsrA inhibitor	1.2	-1.2	0.4	-0.9	-0.4	0.5

37	COc1cc(/C=N/NC(=O)c2cccnc2)ccc1OS(=O)(=O)c1ccc(F)cc1
38	CCOC(=O)c1c(N)sc(=S)c2c1CCC2
39	COC(=O)C(CCC(C(=O)OC)N1C(=O)c2ccccc2C1=O)N1C(=O)c2ccccc2C1=O (configuration not stated)
40	CC1=C(C(=O)N2CCOCC2)CC(CC(=O)NC2CCCC2)C(=O)N1Cc1ccc(F)cc1 (configuration not stated)
41	CCCc1cc(=O)[nH]c(SCC(=O)Nc2c(C)cccc2C)n1
42	CCOC(=O)C1CCCN(C(=O)c2cc(-c3ccccc3)nc3ccccc23)C1 (configuration not stated)
screen / no.	37	38	39	40	41	42
FAS TE block	4	-10	5	-7	-5	-3
MT1-MMP act inh	4	0	1	-1	7	-3
MsrA act	4	-10	1	1	1	-1
eLon inh	-5	7	-6	-4	2	-1
PABP1 MLLE inh	-4	41*	-11	1	2	1
Rpn11 block	i	i	i	i	i	i
CSN deneddyl inh	2	29	-1	-4	-1	-2
Rin1-Abl PPI inh	0	4	3	-1	0	5
MsrA inhibitor	0.7	-0.5	0.0	-0.5	nt	-1.1

4 compounds already listed, sorted by molecular weight, descending:
40	CC1=C(C(=O)N2CCOCC2)CC(CC(=O)NC2CCCC2)C(=O)N1Cc1ccc(F)cc1 (configuration not stated)
8	CC1CCCN(c2oc(-c3cccc4ccccc34)nc2C#N)C1 (configuration not stated)
38	CCOC(=O)c1c(N)sc(=S)c2c1CCC2
17	CC(C)c1nc2sc3c(c2c(=O)o1)CCCC3
screen / no.	40	8	38	17
FAS TE block	-7	0	-10	-1
MT1-MMP act inh	-1	5	0	2
MsrA act	1	-2	-10	-3
eLon inh	-4	3	7	-2
PABP1 MLLE inh	1	7	41*	18
Rpn11 block	i	i	i	i
CSN deneddyl inh	-4	6	29	0
Rin1-Abl PPI inh	-1	4	4	-2
MsrA inhibitor	-0.5	1.6	-0.5	0.7

Other compounds.
43	CCc1nc(SCC(=O)NCCc2ccccc2)n[nH]1
44	CCN(CC)C(=O)C1=C(C)N(CCCOC)C(=O)C(CC(=O)NC2CC2)C1 (configuration not stated)
45	N#Cc1ccccc1NC(=O)CSc1n[nH]c(=O)n1C1CC1
46	Cn1nc(C(C)(C)C)cc1NC(=O)Nc1cc(Cl)cc(Cl)c1
47	CC(Nc1nc(-c2ccc(F)cc2)cs1)c1nc2cc(Cl)c(N3CCCCC3)cc2n1CCCO (configuration not stated)
48	COCCCNC(=O)c1ccc(NS(C)(=O)=O)cc1
screen / no.	43	44	45	46	47	48
FAS TE block	-3	-9	-8	44	10	-4
MT1-MMP act inh	0	-2	-2	16	4	3
MsrA act	-8	-1	-13	-2	-4	-5
eLon inh	-3	3	-3	-7	-14	-2
PABP1 MLLE inh	-3	3	-5	10	-6	-4
Rpn11 block	i	i	i	i	i	i
CSN deneddyl inh	2	0	-5	-1	5	-1
Rin1-Abl PPI inh	0	0	-2	-1	3	0
MsrA inhibitor	-0.6	1.1	0.2	-0.6	0.1	-0.6

49	O=C1c2cc3ccccc3c(-c3ccccc3)c2C(=O)N1c1ccccn1
50	COc1ccc(NC(=O)CN(c2cccc(F)c2)S(C)(=O)=O)cc1OC
51	COc1ccc(-c2cc(C(=O)NC3CCCC3)no2)cc1OC
52	Nc1c(C(=O)NCc2ccc(Cl)cc2)sc2nc3c(c(C(F)(F)F)c12)CCC3
53	CN(C)c1ccc(C=C2SC(=S)NC2=O)cc1
54	CC(C)(C)C(=O)N1CCN(c2ccc(NC(=O)c3ccco3)cc2)CC1
screen / no.	49	50	51	52	53	54
FAS TE block	7	-9	-7	30	-85	-5
MT1-MMP act inh	-1	3	4	-1	-70	5
MsrA act	-3	-3	-4	-7	-3	-5
eLon inh	8	3	3	-2	-444	-8
PABP1 MLLE inh	-9	-11	-8	9	-130	0
Rpn11 block	i	i	i	i	nt	i
CSN deneddyl inh	-11	0	5	3	105*	3
Rin1-Abl PPI inh	-6	3	-1	5	0	3
MsrA inhibitor	0.6	0.2	0.5	0.8	-0.6	-0.5

55	CCn1c2ccccc2c2cc(C#N)c(N)nc21
56	CN(CCC#N)CC(=O)Nc1ccc(S(N)(=O)=O)cc1
57	O=C(CC(=O)N/N=C\c1ccc(F)cc1)NCCc1ccccc1
58	O=C(CCN1CCN(S(=O)(=O)c2ccc(Br)cc2)CC1)Nc1ccccc1F
59	CCn1c(SCC(=O)OC)nnc1C1CCCCC1
60	Cc1ccc(/C=N\NC(=O)CC(=O)NCCc2ccccc2)cc1
61	Cc1ccnc(NC(=O)c2ccc3c(c2)C(=O)N(CCC(C)C)C3=O)c1
62	COc1ccc(-c2cn3cccnc3n2)cc1NC(=O)c1ccc(Br)o1
screen / no.	55	56	57	58	59	60	61	62
FAS TE block	8	-5	1	26	-1	-3	-2	-15
MT1-MMP act inh	-5	0	5	0	2	-4	-5	5
MsrA act	-4	-2	0	-3	1	0	-2	-3
eLon inh	-4	-7	-3	6	-1	-14	-10	-3
PABP1 MLLE inh	-13	-9	12	-2	-16	21	8	-7
Rpn11 block	i	i	i	i	i	i	i	i
CSN deneddyl inh	1	5	3	1	6	5	2	2
Rin1-Abl PPI inh	-2	-1	0	0	0	-1	1	0
MsrA inhibitor	0.6	-1.3	-0.5	1.2	0.5	-0.7	-0.4	1.4

Compound activity from PubChem BioAssay.
